PfGluPho inh – PfG6PD (Plasmodium falciparum) enzyme inhibition. PfGluPho enzyme, NADPH resazurin-diaphorase fluorescence. inhibition, % at 20 µM. 350,000 compounds, 0.78% hits;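 active = inhibition reaching at least a set limit at 20 µM in the primary screen, cut at about 59% in these data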;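 note: 0% = DMSO wells with substrate and 100% = DMSO wells lacking glucose-6-phosphate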
A3A deaminase – human APOBEC3A DNA deaminase inhibition | recombinant A3A, FAM/TAMRA ssDNA deamination fluorescence | inhibition, % at 20 µM | 330,000 compounds, 0.41% hits | AID 493011;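 active = at least 40% inhibition at 20 µM here, with at most 30% in a related deaminase screen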;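 note: plate controls were A3A with DMSO for no effect and wells lacking A3A enzyme for full effect; some results filed as inactive read as strong as hits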
Target sequence (P31941 whole entry, looked up): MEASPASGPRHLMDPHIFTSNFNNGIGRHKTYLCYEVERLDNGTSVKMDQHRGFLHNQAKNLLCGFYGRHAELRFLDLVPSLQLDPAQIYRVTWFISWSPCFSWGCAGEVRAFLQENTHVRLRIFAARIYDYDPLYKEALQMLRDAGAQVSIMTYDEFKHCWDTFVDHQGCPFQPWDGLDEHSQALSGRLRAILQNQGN
mIAP activ – mouse IAP activation | muIAP, CDP-Star luminescence, 30 min; hits give high values; 1 = vehicle-only enzyme signal, 0 = enzyme-free wells | AID 2805 | 330,000 compounds, 0.24% hits | activation factor at 10 µM;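 active = activation factor of at least 2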; note: the source names both 10 and 20 µM as test concentration; values of inactives mirror those of a sister screen read the other way
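Assay system: mouse IAP enzyme; reagent: chemiluminescent substrate CDP-Star; dosing: test compounds delivered from DMSO solution; schedule: 30 min at room temperature; measured by: luminescence from enzymatic CDP-Star hydrolysis; controls: DMSO-only wells and no-enzyme negative control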
mIAP inh – mouse IAP inhibition; 330,000 compounds, 0.2% hits; purified mouse IAP, CDP-Star luminescence, 30 min; inhibition, % at 10 µM;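 active = inhibition of at least 40% at 10 µM in the primary screen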;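 note: plate controls were DMSO with enzyme for no effect and no enzyme wells for full effect; values of inactives mirror those of a sister screen read the other way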
hIAP inh – human IAP inhibition; P09923; purified IAP, CDP-Star luminescence, 30 min; inhibition, % at 10 µM; 330,000 compounds, 0.12% hits; AID 2544;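 active = inhibition reaching a set limit with compound at 10 µM in the primary screen, cut at about 35% in these data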;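 note: plate controls were DMSO wells with enzyme for no effect and no-enzyme buffer wells for full effect; values of inactives mirror those of a sister screen read the other way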
HKDC1 inhibitor – inhibitors of human hexokinase HKDC1. 340,000 compounds, 0.16% hits. Q2TB90. AID 493160. recombinant HKDC1, G6PDH/diaphorase resazurin coupled fluorescence. inhibition, % at 20 µM;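 active = inhibition above about 35% when tested at 20 µM, limit read from the data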;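 note: plate controls were DMSO wells with enzyme for no effect and DMSO wells lacking enzyme for full effect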
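Material – in-house recombinant HK5 (HKDC1) enzyme · Quantity – HKDC1 at 5 µg/mL · Buffer or medium – pH 8.0 Tris buffer with 10 mM MgCl2 · Reagent – glucose with 1 mM ATP · Dosing – single 20 µM dose · Times – reaction time 90 min, room temperature, protected from light · Technique – resorufin fluorescence at 613 nm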
ATG4B inh – blocks human ATG4B protease cleavage of LC3 substrate; Q9Y4P1; ATG4B cleavage of LC3-PLA2, NBD-HPC fluorescence, 1 h; inhibition, % at 8.33 µM; 340,000 compounds, 0.51% hits; AID 504462; in the data active = inhibition above about 40%
Target sequence (Q9Y4P1 whole entry, looked up): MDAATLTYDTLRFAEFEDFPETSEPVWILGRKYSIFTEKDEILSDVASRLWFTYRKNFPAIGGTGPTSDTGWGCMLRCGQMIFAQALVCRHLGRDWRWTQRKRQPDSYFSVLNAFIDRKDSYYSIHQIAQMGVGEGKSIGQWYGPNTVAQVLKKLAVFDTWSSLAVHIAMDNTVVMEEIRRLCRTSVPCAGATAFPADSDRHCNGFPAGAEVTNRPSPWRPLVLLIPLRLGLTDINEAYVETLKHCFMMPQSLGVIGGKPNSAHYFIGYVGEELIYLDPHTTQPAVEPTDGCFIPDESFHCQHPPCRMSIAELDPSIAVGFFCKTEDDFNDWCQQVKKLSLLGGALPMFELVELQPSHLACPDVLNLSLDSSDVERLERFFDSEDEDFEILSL
hIAP activ – increases human intestinal alkaline phosphatase activity; P09923; purified human IAP, CDP-Star luminescence, 30 min; hits give high values; 1 = vehicle-only enzyme, 0 = enzyme-free background; activation factor at 10 µM; 330,000 compounds, 0.16% hits;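 active = activation factor of the enzyme at least 2-fold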; note: the source names both 10 and 20 µM as test concentration; values of inactives mirror those of a sister screen read the other way
* marks the source's active call; other numbers are inactive results; / = not tested or not shown. This is a subset; the hit share may differ from the screen's.

compound	PfGluPho inh	A3A deaminase	mIAP activ	mIAP inh	hIAP inh	HKDC1 inhibitor	ATG4B inh	hIAP activ
COC(=O)C1=C(c2ccc(F)cc2OCc2ccccc2)C[C@@H]2CC[C@H]1N2C(=O)NCc1ccc(C(C)(C)C)cc1	-1	-3	1.4	-40	7	9	-4	0.93
O=c1[nH]c(=O)n(Cc2ccccc2)c(O)c1C=NCCCn1ccnc1	2	-3	0.99	1	4	-3	16	0.96
Cn1c(O)c(C=NCCCN2CCCC2=O)c(=O)n(C)c1=O	-7	0	1.1	-6	16	-6	-7	0.84
O=C(c1cccc2ccccc12)C1CCCN(Cc2ccon2)C1 (centres undefined)	-4	3	1	-4	2	-5	-9	0.98
COc1ccc(C2C(C(=O)N3CCC4(CC3)OCCO4)c3cc(OC)c(OC)cc3C(=O)N2C)cc1 (centres undefined)	-10	5	0.91	9	9	-1	-5	0.91
CC1(C(=O)O)CCCC2(C)c3cc(O)ccc3CCC12 (centres undefined)	-5	0	1.1	-10	16	-3	-3	0.84
CC1(C)CN=C(Nc2ccc(F)c(Cl)c2)S1	-11	-2	0.93	7	-12	2	-2	1.1
CC(=O)Nc1cc(C(=O)N2CCC3(CC2)OCCO3)ccc1Sc1ccc(C)cc1	-6	2	0.93	7	6	-7	1	0.94
COc1ccc(NC2(C#N)CCCCC2)cc1	7	-7	0.99	1	10	-15	-12	0.9
CCNCCNc1ccc([N+](=O)[O-])c2cccnc12	6	5	0.7	30	32	-1	-4	0.68
CC(Cc1ccccc1)NCc1ccccc1O (centres undefined)	7	4	1.1	-8	0	-1	-7	1
O=C(COc1ccc(Br)cc1)N1CCN(Cc2ccc3c(c2)OCO3)CC1	5	0	0.97	3	-5	-3	-4	1.1
N#CC(C#N)=Cc1ccc(N2CCCC2)cc1	0	34	0.89	11	-1	-4	2	1
O=C(/C=C/c1ccc(Br)cc1)NC(=S)N1C[C@H]2C[C@H](C1)c1cccc(=O)n1C2	12	-1	1	-1	3	-1	-17	0.97
CC(C)[C@H]1C(=O)O[C@@H]2CCN3CC=C(COC(=O)[C@](C)(O)[C@]1(C)O)[C@H]23	-3	-2	1	-3	-9	-8	-10	1.1
C=C(C)[C@H]1CN[C@H](C(=O)O)[C@H]1CC(=O)O	-4	-1	1.1	-8	6	-3	-8	0.94
CCC(N)Cc1c[nH]c2ccccc12 (centres undefined)	3	29	1	-1	9	-2	2	0.91
O=C(COC(=O)Cc1ccccc1)Nc1cc(S(=O)(=O)N2CCOCC2)ccc1N1CCCC1	-6	7	0.99	0	-10	1	-9	1.1
C[C@]12CC[C@H](O)C[C@H]1CC[C@@H]1[C@@H]2C[C@@H](O)[C@]2(C)[C@@H](C3=CC(=O)OC3)CC[C@]12O	-20	0	0.97	3	0	1	1	1
CCCN1C2CCCC1CC(NC(C)=O)C2 (centres undefined)	4	-1	0.98	2	9	-4	-5	0.91
N#CC(Br)Br	7	1	0.93	7	11	-3	0	0.89
NC(=O)Nc1ccc(C(=O)OCC(=O)Nc2ccc(Cl)cc2C(=O)c2ccccc2)cc1	-2	0	0.97	3	-12	-6	-13	1.1
COC(=O)C1=C(c2ccc(-c3ccccc3)c(F)c2)C[C@@H]2CC[C@H]1N2C(=O)N1CCC(O)CC1	5	-1	0.99	1	22	0	-22	0.79
COc1cccc(N=Cc2c(O)n(Cc3ccco3)c(=O)[nH]c2=O)c1	10	5	0.99	1	-15	-5	-5	1.2
Cc1ccc2ccccc2c1NC(=O)CNC1CCCCC1	-14	0	0.97	3	-9	-2	2	1.1
CCCCn1c(O)c(/C=N/NC(=O)c2ccncc2)c(=O)[nH]c1=O	-7	-4	0.98	2	-69	-9	-2	1.7
COc1ccc2c3c([nH]c2c1)C(C)NCC3 (centres undefined)	18	-4	0.94	6	0	-8	-16	1
CC(C)Oc1cccc(NC(=O)c2cccn(Cc3ccc4c(c3)OC(F)(F)O4)c2=O)c1	12	-2	0.94	6	6	4	-7	0.94
Cn1c(=O)c2c(nc(N/N=C/c3c(O)n(C4CCCCC4)c(=S)[nH]c3=O)n2C)n(C)c1=O	11	-4	0.87	13	-27	-46	-6	1.3
COC(=O)C1=Nc2ccccc2/C1=C\c1c(O)n(-c2cc(OC)ccc2OC)c(=O)[nH]c1=O	4	0	1.1	-9	-11	3	2	1.1
COc1ccc(C(=O)CC2(CC(=O)c3ccc(OC)cc3)C(=O)N(C)C(=O)N(C)C2=O)cc1	-7	4	0.99	1	-7	-2	-11	1.1
CCOC(=O)c1c(C)n(Cc2ccccc2)c2ccc(OCC(O)CNC(C)(C)C)cc12 (centres undefined)	10	-4	1	-1	1	0	0	0.99
COc1cc(C(=O)Nc2ccc(Br)cc2C(=O)c2ccccc2Cl)cc(OC)c1OC	5	6	0.93	7	9	-5	-12	0.91
COc1ccc(/C=C2/C(=O)NC(=O)N(C3CCCCC3)C2=O)cc1CSc1ccccn1	/	-4	0.81	19	7	/	/	0.93
O=c1cccc2n1CC1CC2CN(S(=O)(=O)c2ccc(F)cc2)C1 (centres undefined)	-2	-1	1	-4	8	4	-2	0.92
Clc1cccc(Cl)c1Cl	7	-5	1.1	-5	15	3	-5	0.85
Cn1cc[n+](C)c1P(=S)(c1ccccc1)c1ccccc1	-5	26	1	0	5	-12	-1	0.95
Cc1cccc(-n2c(CN3C(=O)c4ccccc4C3=O)nc3ccccc3c2=O)n1	13	-4	1	-1	-2	-7	-13	1
Cc1ccccc1-n1c(O)c(C=NCCN2CCOCC2)c(=O)[nH]c1=O	-17	-10	1	-3	-6	-10	0	1.1
CC1(C)CC[C@]2(C)CC[C@]3(C)C4C[C@@H]5OO[C@@]6(O5)C(CCCC6(C)C)[C@]4(C)CC[C@@]3(C)C2C1 (some centres undefined)	11	-3	0.81	18	9	4	3	0.91
O=C1N(c2nncs2)CCN1[N+](=O)[O-]	1	5	0.97	3	-7	-7	-4	1.1
CCCN1CC(C)C(OC(C)=O)(c2ccccc2)CC1C (centres undefined)	-14	0	1	0	8	-7	5	0.92
Cn1c(C(=O)N2CCC3(CC2)OCCO3)cc2c(=O)n(C)c3ccccc3c21	19	-1	0.96	4	-7	-3	-2	1.1
C=C1CC[C@@]2(O)[C@H]3Cc4ccc(O)c5c4[C@@]2(CCN3CC2CC2)[C@H]1O5	-4	-1	1	-1	-8	2	8	1.1
CSc1ccc(CN2CCN(C(=O)Cc3ccccc3)CC2)cc1	-6	-3	0.82	18	6	-1	-1	0.94
COc1ccc(NC(=O)c2cn(CCC#N)nc2-c2cccc([N+](=O)[O-])c2)cc1	7	2	0.95	5	0	-6	-10	1
O=C(c1ccc2c(c1)OCO2)N1CCC2(CC1)OCCO2	-17	2	0.88	12	3	13	1	0.97
COC(=O)C1=C(c2ccc3ccccc3c2)C[C@@H]2CC[C@H]1N2C(=O)N1CCC(O)CC1	15	3	0.98	2	19	0	-10	0.81
CCOc1cc(/C=C2\C(=O)NC(=O)N(C)C2=O)cc([N+](=O)[O-])c1O	-2	11	0.96	4	-3	-3	-5	1
Cc1ccc(S(=O)(=O)N2CC2(C)CCl)cc1 (centres undefined)	-1	-4	1	-3	1	-3	2	0.99
CCCCC(=O)N/N=C/c1c(O)n(CC)c(=S)[nH]c1=O	-16	-5	0.79	22	13	-13	0	0.87
Cc1ccc(-n2c(O)c(/C=N/N3CCOCC3)c(=O)[nH]c2=S)cc1	-5	0	0.98	2	-2	-9	5	1
O=[N+]([O-])c1c2ccccc2cc2ccccc12	27	-3	0.96	4	3	1	2	0.97
Cc1ccc2c(c1)[C@@H]1CN(C)CC[C@@H]1N2C(=O)Nc1cccc(C(F)(F)F)c1	-7	2	1.2	-22	12	-3	5	0.89
O=P(NS(=O)(=O)c1ccccc1)(Oc1ccccc1)Oc1ccccc1	-7	15	0.9	10	8	-9	-10	0.92
CN(Cc1ccccc1)C1CCCN(C(=O)COc2ccccc2Cl)C1 (centres undefined)	-2	-5	0.99	1	-8	-2	-8	1.1
COc1ccc(C2c3c(nc(C)[nH]c3=O)Oc3c2c(=O)oc2ccccc32)cc1 (centres undefined)	0	-1	0.86	14	7	3	-12	0.93
COc1cc(N)c(Cl)cc1C(=O)NC1CN2CCC1CC2 (centres undefined)	/	2	1	-1	-2	/	/	1
COC(=O)C1=C(c2c(C)noc2C)C[C@@H]2CC[C@H]1N2C(=O)N1CCCCC1	-1	0	0.99	1	16	0	-3	0.84
CN1CCc2cc(O)cc3c2[C@H]1Cc1ccc(O)c(O)c1-3	86*	-9	1	-4	2	1	-7	0.98

Next section:
compound	PfGluPho inh	A3A deaminase	mIAP activ	mIAP inh	hIAP inh	HKDC1 inhibitor	ATG4B inh	hIAP activ
CC(=O)O[C@H]1CC[C@@]2(C)C(=CC[C@@H]3[C@@H]2CC[C@]2(C)C(=O)CC[C@@H]32)C1	7	1	1	-1	-8	2	-4	1.1
O=C(c1ccc(C(F)(F)F)cc1)C1CCCN(C2CCSCC2)C1 (centres undefined)	10	-2	1	-2	0	7	16	1
O=P(Nc1cccc(Cl)c1)(Oc1ccccc1)Oc1ccccc1	29	-5	1.1	-13	-3	2	1	1
CN1C(=O)C(=Cc2cn(CC(=O)N3CCCCC3)c3ccccc23)C(=O)N(C)C1=O	7	0	0.9	10	8	3	-8	0.92
CC[n+]1c(/C=C/N(C)c2ccccc2)sc2ccc(Cl)cc21	7	-3	0.97	3	10	-12	-1	0.9

Only HKDC1 inhibitor, for some of the entries so far:
structure	HKDC1 inhibitor
CC[n+]1c(/C=C/N(C)c2ccccc2)sc2ccc(Cl)cc21	-12
O=P(Nc1cccc(Cl)c1)(Oc1ccccc1)Oc1ccccc1	2
